Bioassay records as filed in PubChem.
GPR55 LPI antagonism: GPR55 antagonists blocking LPI-driven arrestin recruitment, primary screen, imaging, U2OS, beta-arrestin-GFP, LPI agonist (AID 2013) | G-protein coupled receptor 55 (Homo sapiens) | U2OS GPR55 beta-arrestin-GFP translocation imaging, LPI antagonism; higher % means a stronger effect | one-dose inhibition, % at 10 µM; IC50 in µM for titrated hits | 290,000 compounds, 0.13% hits;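 active = spots per cell inhibited over 60%, with over 100 cells counted and total cytoplasm intensity under 500,000; inconclusive = wells with under 100 cells, flagged as likely toxic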;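 note: U2OS cells stably carrying GPR55 and arrestin-GFP stimulated by 5 µM LPI near EC80; imaged beta-arrestin-GFP aggregate spots per cell after agonist stimulation; plate controls were LPI-stimulated DMSO wells for no effect and DMSO wells without LPI for full effect; some results filed as inactive read as strong as hits; confirmed hits need IC50 under 10 µM and bright autofluorescent wells are also inconclusive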
KOR beta-arrestin-1: KOR antagonists, beta-arrestin recruitment, cell-based, luminescence, uHTS (AID 1778); inhibition, % at 10 µM; hits with a dose series show IC50 in µM; KOR beta-arrestin recruitment, luminescence, antagonist mode; higher % means a stronger effect; Kappa-type opioid receptor (Homo sapiens); 290,000 compounds, 0.091% hits; in the data active = inhibition above about 50%; note: strong numbers were not always called active
NTR1 ag: agonists of NTR1, primary screen, imaging, U2OS cells, beta-arrestin-GFP, high content (AID 493036); Neurotensin receptor type 1 (Homo sapiens), P30989; 330,000 compounds, 0.17% hits; activation, % at 20 µM; NTR1-U2OS beta-arrestin-GFP spot imaging, agonist mode;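 active = activation at or above 40% of the spot to cytoplasm intensity ratio, with at least 20 cells analyzed; inconclusive = wells under 20 cells, flagged as cytotoxic or low count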;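 note: 0% = DMSO without peptide and 100% = 100 nM NTR1 peptide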
Target sequence (P30989 whole entry, looked up): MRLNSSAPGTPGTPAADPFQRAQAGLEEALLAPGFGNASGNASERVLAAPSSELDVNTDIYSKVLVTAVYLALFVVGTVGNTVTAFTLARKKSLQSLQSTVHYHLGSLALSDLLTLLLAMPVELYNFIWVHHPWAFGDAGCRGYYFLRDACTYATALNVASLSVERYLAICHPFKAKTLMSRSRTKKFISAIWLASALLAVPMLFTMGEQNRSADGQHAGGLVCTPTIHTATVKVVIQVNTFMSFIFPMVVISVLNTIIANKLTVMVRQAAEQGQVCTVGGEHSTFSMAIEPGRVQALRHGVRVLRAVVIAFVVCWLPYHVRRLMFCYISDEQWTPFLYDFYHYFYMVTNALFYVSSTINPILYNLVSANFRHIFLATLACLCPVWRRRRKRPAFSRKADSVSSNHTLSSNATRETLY
Salmonella PhoP GFP: inhibitors of PhoP regulon expression, primary screen, Salmonella Typhimurium, GFP reporter (AID 1863); S. Typhimurium PhoP-regulated promoter GFP reporter, 4 h; higher % means a stronger effect; one-dose inhibition, % at 50 µM; IC50 in µM for titrated hits; 300,000 compounds, 0.16% hits;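 active = inhibition over 29.93%, a cutoff 3 SD above the screen mean, later confirmed by dose response; inconclusive = inhibition over 29.93% but no dose response follow-up; inactive = inhibition at most 29.93% or unconfirmed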;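 note: 0% = low Mg2+ inducing control and 100% = high Mg2+ repressing control; strong numbers were not always called active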
West Nile virus CPE: West Nile virus antiviral activity, cell-based, CPE readout (AID 1621) | CPE inhibition, % at 10 µM, or IC50 in µM where a hit was titrated | West Nile virus-infected cells, CPE inhibition; higher % means a stronger effect | 290,000 compounds, 0.02% hits; in the data active = a potency from the dose series; inconclusive = CPE inhibition mostly from about 3.7% at the one dose, without a potency; inactive = the rest, 99 in 100 with CPE inhibition below about 2.2%; note: strong numbers were not always called active
GPR35 arrestin U2OS: GPR35 antagonists blocking zaprinast-driven arrestin recruitment, primary screen, imaging, U2OS, beta-arrestin-GFP, zaprinast agonist (AID 2058); G-protein coupled receptor 35 (Homo sapiens); U2OS GPR35 beta-arrestin-GFP translocation imaging, zaprinast antagonism; higher % means a stronger effect; inhibition, % at 10 µM; hits with a dose series show IC50 in µM; 290,000 compounds, 0.052% hits;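 active = inhibition of at least 50% with at least 30 cells and total cytoplasm GFP at most 10,000,000; inconclusive = under 30 cells or total GFP of 10,000,000 plus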
T cell HTS: modulators of CD8 T cell-vesicle binding, primary screen, mouse 2C CD8+ T cells, flow cytometry; 2C CD8+ T cell-vesicle binding; active compounds read low; calls only at 7 µM; 330,000 compounds, 0.068% hits; AID 2052, 2009;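 active = response, share of CD8 T cells binding vesicles, and their 90th percentile fluorescence all below set limits, cut at about 80% in these data, passing the limit was not always enough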
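Test system: purified 2C TCR transgenic mouse naive CD8+ T cells. Probe or stimulus: QL9-peptide-loaded Drosophila micro-vesicles bearing Ld, ICAM-1 and B7-1. Incubation: binding step 1.5 h, 37 °C, antibody labelling 20 min, ice. Measured by: flow cytometry of vesicle-bound cells.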
GPR55 activation: GPR55 agonists via beta-arrestin recruitment, primary screen, imaging, U2OS cells, beta-arrestin-GFP redistribution (AID 1961); one-dose activation, % at 10 µM; EC50 in µM for titrated hits; 290,000 compounds, 0.048% hits; U2OS GPR55 beta-arrestin-GFP redistribution imaging; higher % means a stronger effect;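 active = activation above 40% with more than 50 cells counted in the well; inconclusive = wells holding fewer than 50 cells, flagged as toxic or sparse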;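 note: U2OS osteosarcoma cells stably expressing GPR55 and beta-arrestin-GFP; plate controls were DMSO negative control for no effect and LPI positive control for full effect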
KOR beta-arrestin-2: KOR agonists, beta-arrestin recruitment, primary screen, cell-based, luminescence, uHTS (AID 1777); Kappa-type opioid receptor (Homo sapiens); KOR beta-arrestin recruitment, luminescence; higher % means a stronger effect; activation, % at 10 µM, or EC50 in µM where a hit was titrated; 280,000 compounds, 0.02% hits; in the data active = activation above about 50%, passing the limit was not always enough; note: a part of the inactive calls stands beside numbers as strong as those of hits
T cell HTS vesicle-bound %: further read-out of T cell HTS, marked with its call; double positive events, %; measured here: CD8+ vesicle-bound cell fraction;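 binding gate set so that unloaded-vesicle control wells show 10% double positive cells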
NTR1 ag cell count 20 µM: also measured in NTR1 ag; calls as there; cell count; measured here: cell count, cytotoxicity flag
Starred values were filed as active, the others as inactive; i = inactive; ? = inconclusive; . = not tested or not shown; [ ] = another dose, or the depositor's remark.

compound	GPR35 arrestin U2OS	T cell HTS	KOR beta-arrestin-2	KOR beta-arrestin-1	NTR1 ag	T cell HTS vesicle-bound %	GPR55 LPI antagonism	Salmonella PhoP GFP	West Nile virus CPE	NTR1 ag cell count 20 µM	GPR55 activation
CCc1ccccc1NC(=O)CC(O)(C(=O)OC)C(F)(F)F (stereo unspecified)	11%	i	5.1%	42%	-0.5	20	-8%	2%	0.0%	54	-0.1%
COC(=O)Cn1c(CN(C)Cc2ccccc2)nc2c1c(=O)n(C)c(=O)n2C	-7%	i	-1.8%	-45%[20 µM]	2.0	7	-6%	-3%	-0.1%	71	-0.1%
Cc1ccc(C)c(N2C(=O)c3cc(N4CCOCC4)c([N+](=O)[O-])cc3C2=O)c1	1%	i	7.3%	15%	0.4	29	14%	-9%	-0.3%	65	0.0%
Cc1ccc(CNC(=O)C2CCC(=O)N2Cc2ccc(F)cc2)cc1 (stereo unspecified)	-2%	i	0.3%	20%	0.9	29	4%	-1%	-0.1%	85	0.0%
Cc1ccc(-n2nc3ccc(NC(=O)C(C)C)cc3n2)cc1	4%	i	-7.2%	-46%[20 µM]	1.1	48	6%	-6%	0.1%	78	0.4%
Cc1c(NS(=O)(=O)c2ccc(C(=O)NCc3ccccc3)cc2)c(=O)n(-c2ccccc2)n1C	-7%	i	-1.7%	11%	0.8	30	6%	4%	0.4%	63	0.0%
Cc1ccc(C(=O)NCCCNc2ccccc2[N+](=O)[O-])cc1	0%	i	-4.8%	25%	-0.7	2	3%	0%	-1.4%	37	-0.2%
COc1cc(-c2nnn(CC(=O)N3CCOCC3)n2)cc(OC)c1OC	16%	i	2.5%	-12%	-1.2	3	3%	-4%	0.2%	99	-0.1%
C#CCn1cnc2c(cnn2-c2ccc(C)c(C)c2)c1=O	14%	i	-0.3%	-6%	1.2	49	1%	-2%	0.2%	41	-0.1%
Cc1cc(C)n(-c2ccc(C(=O)NCc3ccc4c(c3)OCO4)cc2)n1	7%	i	-0.4%	-21%	0.5	18	-2%	-12%	-0.7%	82	-0.2%
O=c1oc2ccccc2c(NC2CCCCC2)c1NS(=O)(=O)c1ccc(F)cc1	5%	i	7.6%	-10%	2.3	48	-5%	5%	0.6%	66	0.5%
CC1=C(C(=O)Nc2ccccc2Cl)C(c2ccc(N(C)C)cc2)NC(=O)N1 (stereo unspecified)	4%	i	4.0%	-29%	-1.2	20	-17%	-8%	0.0%	41	-0.3%
O=C(NC1CCN(Cc2ccc(Cl)cc2Cl)CC1)c1ccccc1	2%	i	-1.5%	3%	-1.3	32	-1%	-6%	-0.8%	79	0.4%
Cc1cccc(Cl)c1NNC(=O)Nc1c([N+](=O)[O-])c(C)nn1C	-5%	i	2.5%	18%	-0.3	13	-7%	-8%	0.0%	38	-0.2%
CCN1/C(=C/c2ccc3cc(C)ccc3[n+]2CC)Sc2cc(C)c(C)cc21	?	.	-2.9%	-10%[20 µM]	-4.2	.	?	-36%	2.5%	104	0.0%
CCC(=S)/C=C1\Sc2ccc3ccccc3c2N1CCCS(=O)(=O)O	16%	i	5.5%	-27%	1.0	18	-10%	-8%	-0.8%	45	-0.1%
COCCN(CCOC)c1ncnc2c1cnn2-c1ccccc1	-8%	i	-2.2%	35%	-0.5	34	-4%	1%	-0.1%	61	-0.1%
Cc1ccc(-c2nnc(N3CCCCCC3)c3ccccc23)cc1	-16%	i	-3.1%	2%	9.2	29	2%	0%	0.1%	40	0.2%
CCCc1cc(=O)oc2cc(C)cc(OC(=O)c3ccco3)c12	4%	i	2.5%	15%	5.3	9	-9%	-13%	-1.2%	67	0.2%
COc1ccc(Cl)cc1NC(=O)CSc1nc(N2CCCCC2)nc(N2CCCCC2)n1	6%	i	-4.4%	35%	1.0	39	-4%	12%	0.0%	46	0.6%
CCOC(=O)N1CCC(NC(=O)CSCc2nc(-c3ccc(C)cc3)oc2C)CC1	-7%	i	-3.6%	-27%	-1.2	23	2%	1%	-0.6%	57	-0.1%
CCOC(=O)C1CCN(C(=O)Cc2ccccc2OC)CC1	7%	i	1.2%	-6%	0.8	33	8%	-1%	0.2%	64	-0.2%
Cc1cccc(NC(=O)C2C3C=CC4(O3)C2C(=O)N(CCCN2CCCC2)C4C(=O)NC2CCCC(C)C2C)c1 (stereo unspecified)	-4%	i	-4.4%	-9%	-1.0	25	-6%	7%	-0.5%	48	-0.2%
Cc1sc2nc(SCc3nc(-c4ccccc4)no3)n(-c3ccccc3)c(=O)c2c1C	5%	.	7.9%	22%	.	.	4%	-3%	-0.1%	.	-0.3%
CCCn1ncc(CN2CCC(n3nccc3NC(=O)CCc3ccccc3)CC2)c1C	-5%	i	1.9%	-33%	0.3	31	14%	4%	-0.3%	71	-0.2%
O=C(CN1CCc2ccccc2C1)Nc1ccccc1F	2%	i	-2.0%	-7%	-0.8	41	2%	8%	-0.7%	64	-0.2%
O=C(CN1CCCCC1)Nc1cc(Cl)ccc1Cl	-3%	i	1.2%	-8%	2.3	32	-8%	-2%	-0.6%	34	0.2%
COC(=O)c1ccccc1NC(=O)c1ccccc1N(C)S(C)(=O)=O	-1%	i	-2.3%	-4%	-0.6	59	-5%	5%	-0.2%	42	0.2%
CC1(C)COC(c2cc([N+](=O)[O-])ccc2Cl)=N1	-7%	i	-2.4%	-36%	1.6	49	12%	1%	0.8%	45	0.0%
Cc1ccc(C)c(NC(=O)C(C)N2C(=O)c3ccccc3C2=O)c1 (stereo unspecified)	-9%	i	0.0%	-53%[20 µM]	-0.3	54	0%	-8%	0.3%	49	-0.3%
CCc1nc(SCC(=O)OC(C)C)c2ccccc2n1	12%	i	.	-15%[20 µM]	0.4	45	-4%	-7%	0.4%	35	-0.2%
Cc1ccc2c(c1)N(C(=O)c1ccco1)C(C)(C)c1ssc(=S)c1-2	-2%	i	-5.6%	7%	5.6	8	43%	-6%	2.5%	74	0.1%
Cc1sc(NC(=O)CN(Cc2ccc(F)cc2)C(=O)C(C)(C)C)c(C(N)=O)c1C	23%	i	-2.0%	19%	0.4	56	-8%	3%	-0.6%	71	-0.2%
O=C(O)c1cccc(COCC(F)(F)C(F)F)c1	2%	i	1.7%	-38%	-0.8	14	-1%	-14%	0.6%	78	-0.1%
CC1CCc2nn(CC(=O)NCc3ccco3)cc2C1 (stereo unspecified)	-18%	i	-5.1%	23%	0.2	66	32%	5%	0.7%	76	0.3%
Cc1cc(CNC(=O)COc2ccc([N+](=O)[O-])cc2)c2ccccc2n1	9%	i	-5.0%	18%	-1.4	36	12%	1%	0.4%	42	0.1%
CC1CCN(S(=O)(=O)c2ccc(NC(=O)Cn3nnc(-c4ccccc4)n3)cc2)CC1	-6%	i	8.4%	40%	17	24	13%	-5%	-0.9%	67	0.7%
CCOC(=O)/C(C#N)=C/c1cc(C)n(-c2ccccc2)c1C	8%	i	-4.0%	-29%	3.2	24	6%	13%	0.2%	37	-0.2%
Cc1nc([N+](=O)[O-])cn1CC(=O)c1ccc(OC(F)(F)F)cc1	2%	i	-0.4%	26%	0.0	29	1%	.	-1.6%	74	0.3%
COc1ccc(NC(C)=O)cc1NC(C)c1nc2sc(C)c(C)c2c(=O)[nH]1 (stereo unspecified)	12%	i	4.4%	-2%	0.8	27	-9%	-9%	-0.9%	42	0.1%
O=C(NCC1CCCO1)C1CCN(S(=O)(=O)c2cccc3nonc23)CC1 (stereo unspecified)	-4%	i	1.9%	36%	0.1	8	4%	7%	1.2%	53	-0.2%
CC(C)CCn1c(=O)c2ccccc2n2c(CN3C(=O)NC4(CCC(C)CC4)C3=O)nnc12 (stereo unspecified)	7%	i	-5.6%	-10%	5.2	49	-2%	3%	0.3%	50	-0.2%
CC(=O)Nc1cccc(NC(=O)CSc2ccc(-c3ccco3)nn2)c1	0%	i	0.8%	-28%	0.7	19	12%	-6%	-0.8%	72	-0.1%
COCCN1CC(=O)N2C(c3cccc(C)c3)c3[nH]c4ccccc4c3C[C@H]2C1=O (stereo partly specified)	-5%	i	5.3%	-7%	1.4	53	-1%	8%	-0.8%	76	0.0%
COc1ccccc1N1CCN(C(=O)CSc2nc(C)cc(=O)[nH]2)CC1	-4%	i	1.3%	-17%	-1.6	40	7%	18%	-0.6%	60	-0.2%
Cc1cc(-c2nnc(SCc3cccnc3)o2)no1	-6%	i	-8.3%	-11%	0.1	23	10%	-1%	-0.7%	42	0.3%
COc1cc(C)c(CNc2ccc(OC)c(OC)c2)cc1C	6%	i	-1.3%	-19%	.	22	0%	20%	0.1%	.	-0.2%
